From PubChem BioAssay
ALOX12 inh: inhibitors of human 12S-lipoxygenase ALOX12; P18054; purified 12hLO, xylenol orange hydroperoxide absorbance; Potency, µM (highest dose often 108 µM), without a hit: at the top dose activity change, negative = inhibition, actives largely listed as inhibitors; 580,000 compounds, 1.1% hits; active means well fitted inhibition curve with a large enough effect; inconclusive means small, poorly fitted or top-dose-only effect, or another doubt; inactive means no such curve, though single readings can be large or run the other way
Target sequence (P18054 whole entry, looked up): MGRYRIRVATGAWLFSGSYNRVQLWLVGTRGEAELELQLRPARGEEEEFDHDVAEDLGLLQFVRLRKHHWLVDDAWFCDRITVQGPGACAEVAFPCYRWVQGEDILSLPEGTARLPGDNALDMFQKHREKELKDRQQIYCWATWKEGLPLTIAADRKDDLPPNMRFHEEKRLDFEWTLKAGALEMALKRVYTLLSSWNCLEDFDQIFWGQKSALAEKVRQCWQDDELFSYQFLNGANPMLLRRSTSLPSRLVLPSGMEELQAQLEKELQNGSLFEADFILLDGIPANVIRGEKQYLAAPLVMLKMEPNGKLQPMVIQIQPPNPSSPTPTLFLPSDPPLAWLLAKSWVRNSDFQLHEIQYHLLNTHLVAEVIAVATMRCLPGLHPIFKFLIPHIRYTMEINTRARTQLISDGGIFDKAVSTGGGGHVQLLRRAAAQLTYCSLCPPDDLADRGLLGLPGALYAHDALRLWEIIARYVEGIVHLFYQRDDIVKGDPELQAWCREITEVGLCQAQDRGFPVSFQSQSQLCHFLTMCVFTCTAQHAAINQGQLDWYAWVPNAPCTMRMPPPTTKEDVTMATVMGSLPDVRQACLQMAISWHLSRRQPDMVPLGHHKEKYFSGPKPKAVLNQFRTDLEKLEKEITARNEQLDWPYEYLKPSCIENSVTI
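Hydroperoxide product was detected by ferrous iron/xylenol orange as the 573 to 405 nm absorbance ratio. Arachidonic acid at 40 uM (final) was turned over for 30 min at room temperature by 150 nM human 12hLO, pH 7.0 Hepes buffer, after 15 min compound preincubation.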
Active calls of the source: *; ? = inconclusive; [ ] = dose if it differs, or a comment. On the % scale 0 is the no-effect control and ±100 the full control effect; potency means the concentration at half of the fitted maximal effect.

ALOX12 inh	SMILES
?	COC(=O)C1CN(Cc2cn(CCOC(C)=O)nn2)CCS(=O)(=O)N1Cc1ccc(OC)cc1 (configuration not stated)
41%[activator]	CCNC(=O)N1CCCC1c1noc(CCC(=O)NCc2cccc(C(F)(F)F)c2)n1 (configuration not stated)
-3%	O=C(Cn1nc2c(cc1=O)CCCCC2)N1CC=C(c2c[nH]c3ccccc23)CC1
0%	Cc1noc(-c2cccc(OC3CN(C(=O)c4cccc5[nH]ccc45)C3)c2)n1
17%	CNC(=O)[C@H]1C[C@H](Oc2ccccc2)CN1C(=O)c1cccc(C)c1
93%[activator]	O=C(c1ccc(F)c(Cl)c1)N1CCC2(CC1)CN(C1CCC1)CC2CO (configuration not stated)
12%	COc1ccccc1C1CN(Cc2cccnc2)Cc2ccccc2O1 (configuration not stated)
37%	COCCC(=O)NC1CCN(c2cnn(CC3CC3)c(=O)c2)CC1
31%[activator]	CCCN(CC1CCOC1)C(=O)Nc1cccc(SC)c1 (configuration not stated)
50%[activator][176 µM]	COc1ccc([C@H]2C[C@@H](O)[C@@H](O)[C@@H]2NCc2cnc[nH]2)cc1
-15%	O=C(Cn1nc2c(cc1=O)CCCC2)Nc1nc2c(s1)CCCCC2
15%	CCNC(=O)N1CC(C(=O)NC(C)c2ccccc2)CC(c2ccc(F)c(C)c2)C1 (configuration not stated)
1%	COc1ccc(-c2nc3cc(C)ccc3cc2CN(C(=O)c2ccc(C)s2)C2CC2)cc1OC
-3%[176 µM]	CC1(C)[C@H](Cc2cc(CN3CCCCC3)on2)C[C@@H]1NC(=O)c1cccc(F)c1
16%	O=C(O)[C@H]1C[C@H](C(=O)N2CCCC2)CN(Cc2ccncc2)C1
6%[176 µM]	COCCn1cnc2ccc(-c3ccccc3C)nc2c1=O
6%[176 µM]	CN1CCC(NC[C@H]2O[C@H](Cc3cc(-c4ccc(F)cc4)on3)CC[C@@H]2O)CC1
52%[activator]	CCOC(=O)C1(Cc2ccccc2C)CCCN(C(=O)c2cc[n+]([O-])cc2)C1 (configuration not stated)
50%[activator]	COCCN1C(=O)CSC12CCN(C(=O)NCc1ccccc1)CC2
35%[activator]	COc1ccccc1CCC(=O)N1CCCC2(C1)Nc1cccnc1NC2=NC1CCCC1 (configuration not stated)
0%	O=C(C(=O)N1CCC(CNS(=O)(=O)c2cc(C(F)(F)F)cc(C(F)(F)F)c2)CC1)c1cc2ccccc2o1
-4%	Cc1noc(-c2cn(C3CCCN(C(=O)c4cccc(F)c4)C3)nn2)n1 (configuration not stated)
17%	COc1ccc(C(C)NC(=O)Cn2c(C)cc3nc4n(c(=O)c32)CCCCC4)cc1 (configuration not stated)
3%	O=C1N(C2CCN(S(=O)(=O)c3ccccc3)CC2)C(c2ccncc2)C12CCCCC2 (configuration not stated)
3%[176 µM]	Cc1cc(Cn2cc3c4c(cccc42)[C@H](CC(C)C)N[C@H](C(=O)NC2CCCC2)C3)no1
50%[activator]	CN(C)C[C@@H]1CN(S(C)(=O)=O)C[C@H]1NC(=O)c1ccc(F)c(F)c1
-4%	Cc1nn(CC(=O)NCC2CCCO2)c(=O)c2nc(C(C)C)sc12 (configuration not stated)
9%	COc1ccc(CC(=O)N2CC[C@H]3CC(=O)N(Cc4ccc5c(c4)OCO5)CC[C@H]3C2)cc1
50%[activator]	CCc1noc([C@@H]2CC(F)(F)CN2C(=O)Cc2ccccc2F)n1
-26%[176 µM]	CC[C@H]1CN(C(=O)c2ccc(F)cc2)CC[C@H]1CC(=O)O

Continued, starting with the last five of the part before.
ALOX12 inh	SMILES
50%[activator]	CN(C)C[C@@H]1CN(S(C)(=O)=O)C[C@H]1NC(=O)c1ccc(F)c(F)c1
-4%	Cc1nn(CC(=O)NCC2CCCO2)c(=O)c2nc(C(C)C)sc12 (configuration not stated)
9%	COc1ccc(CC(=O)N2CC[C@H]3CC(=O)N(Cc4ccc5c(c4)OCO5)CC[C@H]3C2)cc1
50%[activator]	CCc1noc([C@@H]2CC(F)(F)CN2C(=O)Cc2ccccc2F)n1
-26%[176 µM]	CC[C@H]1CN(C(=O)c2ccc(F)cc2)CC[C@H]1CC(=O)O
12%	COc1ccccc1CNC(=O)C1CN(Cc2ccccc2)C(=O)N1 (configuration not stated)
-4%[176 µM]	COc1ccc(CNC(=O)C[C@@H]2C[C@H]3O[C@H](CNC4CCNCC4)[C@@H](O)[C@H]3O2)cc1
118%[activator]	COc1ccc2c(c1)c(CN1CCOCCNC(=O)CC1)cn2C(C)C
22%[176 µM]	COC(=O)c1ccc2c(c1)nc1n2[C@@H](CNC(=O)CC(C)(C)C)COC1
58%[activator]	CN(Cc1cn(C)c2ccccc12)C1CCc2nn(CC3CC3)c(=O)n2CC1 (configuration not stated)
16%	O=C(NC1C[C@H]2CC[C@@H](C1)N2C(=O)C1(c2ccccc2)CC1)c1ccc(F)cc1 (some centres not stated)
-1%	Cc1ccc(-c2cc(N3CCCN(C(=O)Cc4ccccc4)CC3)n[nH]2)cc1C
107%[activator]	CCn1cc(CN(C)C(=O)CCC[C@@H]2[C@H]3CCCN4CCC[C@@H](CN2C)[C@@H]34)c(C)n1
?	O=C1Cc2c(-c3ccc(CO)cc3)n[nH]c2CN1CC1CCOCC1
70%[activator]	CCc1noc(-c2cccn3c(CNC(=O)c4ccc5ccccc5n4)nnc23)n1
14%	Cc1ccccc1C1=CC(=O)CC(C)(C)C1=O
7%	CCOC(=O)C1CCCN(C(=O)C2CC(c3ccccc3)CN(C(=O)c3cccc(F)c3)C2)C1 (configuration not stated)
31%	Cc1ccc(CC(=O)N2CCCN(S(C)(=O)=O)c3ccccc32)cc1
4%	Cc1cccc(C)c1NC(=O)CN1C(=O)C(c2ccccc2)=NC12CCCCC2
41%	COc1cc(CNC2CCCCCCC2)ccc1OCC(O)CN1CCSCC1 (configuration not stated)
16%[176 µM]	CCCCCC(=O)N1CC[C@@H](CC(=O)NCc2cccnc2)[C@@H](CC)C1
15%	CCOCCn1c(=O)[nH]c2cc(C(=O)N(C)Cc3ccsc3)ccc21
-33%	Cc1cc(C(N)=O)c(-c2c(C)n[nH]c2C)nc1C
19%	COc1cccc(CNC(=O)Cn2c(C)cc3nc4n(c(=O)c32)CCCCC4)c1
9%	CCN1C(=O)C2CC3(CCN(C(=O)c4cc(C)nn4C)CC3)CN2C1=O (configuration not stated)
?	Fc1ccc(OC2CN(CC3CCCCC3)C2)cc1F
4%	O=C(NCc1nnc2ccc(-c3ccccc3)nn12)c1cc(F)ccc1Cl
10%	COc1ccc(Cl)cc1NC(=O)CCC1CCCN(Cc2ccc(C)s2)C1 (configuration not stated)
-6%	O=CN1Cc2nc3ccccc3n2-c2cc(Br)ccc21
2%	O=C(O)C[C@@H]1CCN(S(=O)(=O)c2ccccc2)C[C@@H]1CC1=NCCc2cc(F)ccc21
21%	CCC(C)NC(=O)CCN(CC)C(=O)c1cc(C)oc1C (configuration not stated)
29%	COc1cccc(C(=O)N2CCC(N(C(=O)C3CC3)C3CCOCC3)CC2)c1
21%[176 µM]	O=C(NC[C@H]1O[C@H](Cc2cc(CN3CCOCC3)on2)CC[C@@H]1O)c1cccc(F)c1
?	CN(C(=O)CCN1Cc2ccccc2C1=O)C1CCCN(CCc2ccccc2)C1 (configuration not stated)
38%[activator]	CC1(C)CN(C(=O)CSC23CC4CC(CC(C4)C2)C3)CC1(C)O (configuration not stated)

Reprinted at random: 2 compounds from above, in no set order.
ALOX12 inh	SMILES
-4%[176 µM]	COc1ccc(CNC(=O)C[C@@H]2C[C@H]3O[C@H](CNC4CCNCC4)[C@@H](O)[C@H]3O2)cc1
4%	Cc1cccc(C)c1NC(=O)CN1C(=O)C(c2ccccc2)=NC12CCCCC2

(cont.)
ALOX12 inh	SMILES
-1%[176 µM]	Cc1cc(-c2nc(-c3c(C)noc3C)cc3c2cc(C)n3CCN(C)C)ccn1
18%	COCCn1c(CN(C)C(C)c2ccccn2)cnc1S(=O)(=O)CCC(C)C (configuration not stated)
0%	CC1(C(=O)NCc2ccccc2)CN(S(C)(=O)=O)CC(=O)N1Cc1ccco1 (configuration not stated)
-1%	Cc1cnccc1N1CCCN(C(=O)c2cccc(C3CCCNC3)c2)CC1 (configuration not stated)
?	CNC(=O)[C@@H]1C[C@H](n2cc(-c3ccc(CN4CC[C@@H](O)C4)cc3)nn2)CN1
95%[activator]	O=C(c1ccc2nc[nH]c2c1)N1CCCC2(C1)Nc1cccnc1NC2=NC1CCCC1 (configuration not stated)
7%	COc1nc2c(cc1CNC(=O)CSC)C(=O)N(CCc1ccccn1)C2
48%[activator]	CN(C(=O)c1cc2ccccc2s1)C1CCCN(C2Cc3ccccc3C2)C1 (configuration not stated)
17%	COc1ccc(NC(=O)C(C)C2CCOCC2)c(C)c1 (configuration not stated)
-1%	Cn1c(CN2CCCC2)nnc1C1CCN(C(=O)c2ccc(=O)[nH]c2)CC1
7%	CC1CCC2(CC1)NC(=O)N(CC(=O)Nc1cccc(F)c1)C2=O (configuration not stated)
0%	CCn1cc(-c2ccc(Cl)cc2)cc1C(=O)NCCN1CCOCC1
28%	O=C(CCn1cnnn1)N1CC(c2noc(C3CCCN3CC3CC3)n2)C1 (configuration not stated)
62%[activator][176 µM]	CC(C)(O)CN[C@H]1[C@H](O)[C@H](O)C[C@@H]1c1ccccc1
?	O=C1CC(c2ccccc2)N(C(=O)C2CC2)CCCN(C(=O)NC2CCCCC2)CCN1 (configuration not stated)
56%[activator]	Cc1cccc2oc(CNC(=O)[C@H]3CCC[C@H](O)C3)nc12
18%	CN1[C@@H](CCC(=O)N2CCCC2)CNC(=O)[C@@H]2[C@H]1CCN2Cc1ccc(S(C)(=O)=O)cc1
5%	COc1ccc(C2Cn3nnc(-c4noc(-c5ccncc5)n4)c3CO2)cc1 (configuration not stated)
?	CC(C)(C)c1ccc(C(=O)N2CCC3(C2)NC(=O)N(Cc2ccccc2)C3=O)cc1 (configuration not stated)
-11%	Nc1ncc(/C=C/CNC(=O)c2cc(Cl)c(Br)[nH]2)[nH]1
31%[activator]	N#Cc1ccc(C(=O)N2CCOCCNC(=O)CC2)cc1
-22%	O=C(c1ccc(F)cc1)N1CCC2(CC1)CCN(CCc1ccccc1)c1ccccc1O2
?	CC(=O)O[C@@H]1C=C[C@@H](C#Cc2ccc(C(C)(C)C)cc2)O[C@@H]1COC(=O)NCc1ccccc1
250%[activator]	Cc1ccc(NC(=O)c2cc3c(s2)CN(C2CC2)C3)cc1
31%[activator][176 µM]	CC(C)CCNC1(Cc2cc(-c3ccc(F)cc3)on2)COC1
8%	Cc1ccc(N2CCC(NC(=O)Cc3cccc(F)c3)C2=O)cc1 (configuration not stated)
-9%	CCn1cc(-c2nc3cc(S(=O)(=O)NC(C)C)ccc3n2C(C)C)cn1
21%	COCc1nc(C2CCN(S(C)(=O)=O)C2)no1 (configuration not stated)
38%[activator]	COc1ccc(CNC(=O)Cn2cccc2-c2nc(-c3ccc4c(c3)OCO4)no2)cc1OC
1%[57.4 µM]	CC(=O)O[C@H]1C[C@@H]2CC[C@H]3[C@H]4C[C@H]([N+]5(C)CCCCC5)[C@@H](OC(C)=O)[C@@]4(C)CC[C@@H]3[C@@]2(C)C[C@H]1[N+]1(C)CCCCC1

In the list so far, these have a CF3 group:
ALOX12 inh	SMILES
41%[activator]	CCNC(=O)N1CCCC1c1noc(CCC(=O)NCc2cccc(C(F)(F)F)c2)n1 (configuration not stated)
0%	O=C(C(=O)N1CCC(CNS(=O)(=O)c2cc(C(F)(F)F)cc(C(F)(F)F)c2)CC1)c1cc2ccccc2o1

3 entries from above in a different format:
molecule	ALOX12 inh
CC(C)CCNC1(Cc2cc(-c3ccc(F)cc3)on2)COC1	31%[activator][176 µM]
Cc1ccc(N2CCC(NC(=O)Cc3cccc(F)c3)C2=O)cc1 (configuration not stated)	8%
CCn1cc(-c2nc3cc(S(=O)(=O)NC(C)C)ccc3n2C(C)C)cn1	-9%

(continued)
ALOX12 inh	SMILES
42%	COC[C@@H]1CN(C(=O)COc2ccccc2)C[C@H]1c1nc(C2CC2)no1
-11%	Cc1cc(NC(=O)Cn2c(-c3cccc(Cl)c3)nc(C)c(CCO)c2=O)no1
10%	Cc1ncc2c(c1CNC(=O)/C=C/c1cccs1)CCN(C(=O)C1CCCO1)C2 (configuration not stated)
34%[activator][176 µM]	CC(C)CCN1CCC2(CC1)CC(=O)Nc1ccccc1O2
-1%[12.5 µM]	O=C1NC2(Cc3ccccc31)CN(C(=O)c1ccccn1)C2
26%[176 µM]	O=C(c1cnccn1)N1CC[C@H](c2nc3ccccc3o2)C1
50%[activator]	Cc1cc(C)cc(NC2=N[C@H]3[C@@H](O)[C@H](O)C[C@H](C(=O)NCCN4CCCCC4)[C@H]3S2)c1
20%	Cc1nc(N(C)C)ncc1C(=O)N1CCC(C(=O)NCc2ccccn2)CC1
17%	COc1cccc(CN2CCCC3(CCN(C(=O)c4cccnc4)C3)C2=O)c1OC (configuration not stated)
17%	Cc1ccc(C(=O)Nc2cccc(-c3nc(CNC(=O)c4cccc(N(C)C)c4)c(C)o3)c2)s1
4%	Cn1nccc1C(=O)NCC1Cc2cc(-c3cccc(OC(F)(F)F)c3)ccc2O1 (configuration not stated)
?	CN(C)CCNC(=O)C(C)(C)Oc1nn(CCOc2ccccc2)c2ccccc12
52%[activator]	O[C@@H]1C[C@@H](c2nnc3n2CCN(Cc2ccc4c(c2)CCO4)C3)N(Cc2cccnc2)C1
14%	N#Cc1ccc(C(=O)N2CCCCC2c2nc(CCOCC3CCOCC3)no2)cc1 (configuration not stated)
6%[6.33 µM]	O=c1n(-c2ccc(C(F)(F)F)cc2)nc2n1CCN(Cc1cccnc1)C2

These rows are one share of the data; count on the stated rates, not on these rows.
